TGFb inhibitor = qHTS for Inhibitors of TGF-b | HepG2 CAGA-GFP TGF-b/SMAD3 reporter, GFP fluorescence, 18 h; TGF-beta stimulated, 500 pg/mL final | Potency, µM (series often up to 46.1 µM), without a hit: at the highest dose activity, negative = inhibition, hits mostly inhibitors | actives 1.2% (n = 410,000); further: potency means the concentration at half of the fitted maximal effect; on the % scale 0 is the no-effect control and ±100 the full control effect; nearly all actives have a fitted effect of over 65% in size
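HEPG2 CAGA-GFP cells (1000/well, DMEM with 1% FBS) were pre-incubated 2 h at 37 degrees C, given compound by pin tool, then stimulated with TGF-beta at 500 pg/mL final for 18 h before per-cell GFP fluorescence imaging.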
Akt phos inh = HTS Assay for Inhibitors of Akt Phophorylation: Primary Screen. Neuro2A IGF-stimulated pAkt S473 HTRF, 20 min; hits give low values. activity change, % for hits at 50 µM. AID 651550, 2012. actives 0.32% (n = 360,000); in the data active means activity change below about -80%; inconclusive means mostly about -51% to -80%; further: on the % scale 0 is the no-effect control and ±100 the full control effect
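Neuro2A cells in DMEM with 0.5% FBS, overnight at 37 deg C, given compound at single 50 µM final, then IGF (6 nM final) for 20 min at 37 deg C. Lysed; phospho-Akt Ser473 by HTRF after 24 h, 665/615 ratio.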
Mm-Cpn inhibitor = Inhibitors of TCP-1 ring complex (TRiC) of Methanococcus maripaludis (MmCpn): qHTS; Chaperonin Mm-Cpn (Methanococcus maripaludis); purified Mm-Cpn ATPase, ADP Transcreener TR-FRET; Potency, µM (series often up to 76.9 µM), without a hit: at the highest dose activity, negative = inhibition, usual class: inhibitors; actives 0.031% (n = 330,000); AID 504842, 2011; further: potency means the concentration at half of the fitted maximal effect; on the % scale 0 is the no-effect control and ±100 the full control effect; nearly all actives have a fitted effect of over 80% in size
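Measured: ADP formation by purified Mm-CPN. Conditions: 25 nM protein, 10 uM ATP, Tris pH 7.4 with Mg2+, K+ and DTT, 37°C for 30 min. Detection: Transcreener HTRF after 30 min at room temperature.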
HepG2 tox = qHTS for Inhibitors of TGF-b: Cytotox Counterscreen. Potency, µM (top dose mostly 46.1 µM), without a hit: top-dose activity change, negative = cytotoxicity, hits mostly cytotoxic. actives 0.76% (n = 410,000). HepG2 CAGA-GFP viability, ATP luminescence, 18 h; further: potency means the concentration at half of the fitted maximal effect; some results filed as inactive show a strong effect at the top dose
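CellTiter-Glo luminescence gave cytotoxicity after 18 hours at 37 degrees C. The cells were HepG2 CAGA-GFP in 1% FBS DMEM, stimulated with 500 pg/mL TGF-beta after compound addition. %Activity was normalised to no-cell wells (complete cell-killing) and DMSO (no toxicity), and curves were fitted and classified.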
CCT chaperon mod = High-Throughput Screening for Modulators of Cytosolic Chaperonin Activity. activity change, % (no concentration beside the values), hits read low. purified chaperonin ATPase assay, HTRF ADP detection, 30 min. AID 651819, 2012. actives 0.3% (n = 360,000); in the data active means activity change below about -30%; further: on the % scale 0 is the no-effect control and ±100 the full control effect
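TRiC at 40 or 20 nM final (batch-dependent) in 30 mM Tris pH 7.4, 100 mM KCl, 5 mM MgCl2, 1 mM DTT, with compound at single 76 uM and 10 uM ATP, 30 min at 37 deg C. ADP detected by HTRF Transcreener, 665/615 ratio.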
Nrf2 inh = Nrf2 qHTS screen for inhibitors | A549 ARE-Fluc reporter, luciferase luminescence, 18-24 h | Potency, µM (series often up to 46 µM), without a hit: at the top dose activity change, negative = inhibition, actives largely listed as inhibitors | actives 2.1% (n = 360,000) | AID 504444, 2011; further: potency means the concentration at half of the fitted maximal effect; on the % scale 0 is the no-effect control and ±100 the full control effect; nearly all actives have a fitted effect of over 60% in size
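Nrf2 function is reported as luminescence of an ARE-controlled luciferase in A549 cells. Compounds were tested at several concentrations, and a CellTiter-Fluor read on the same wells flagged cytotoxicity.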
ATXN viability = Viability Counterscreen for Primary qHTS for Inhibitors of ATXN expression; S2 cells (HEK-293 line with an ATXN2-luciferase reporter) viability, CellTiter-Fluor protease fluorescence, 24 h; Potency, µM (titrated, usually from 56.7 µM), hits mostly cytotoxic; actives 0.49% (n = 400,000); further: potency means the concentration at half of the fitted maximal effect; nearly all actives have a fitted effect of over 40% in size
A549 tox = Nrf2 qHTS screen for inhibitors: counterscreen for cytotoxicity; A549 ARE-Fluc cells, CellTiter-Fluor viability, 18-24 h; AID 504648, 2011; actives 0.16% (n = 390,000); Potency, µM (titrated, usually from 46 µM), without a hit: at the highest dose activity change, negative = cytotoxicity, actives largely listed as inhibitors; further: potency means the concentration at half of the fitted maximal effect; on the % scale 0 is the no-effect control and ±100 the full control effect
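A549 ARE_Fluc cells in 5% FBS OPTI-MEM were exposed to compounds in concentration-response for 18-24 h at 37 deg C. Viability was read by CellTiter-Fluor fluorescence (Ex 405/Em 525) after 30 min, before the luciferase read.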
Nrf2 activator = qHTS of Nrf2 Activators; actives 0.31% (n = 410,000); AREc32 ARE-luciferase reporter (MCF7-derived line), luminescence, 24 h; Potency, µM (series often up to 46.1 µM), for inactives: at the highest dose activation, most hits filed as activators; further: potency means the concentration at half of the fitted maximal effect; % of control where 0% means no effect; nearly all actives have a fitted effect of over 65% in size
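AREc32 cells carrying an ARE-driven firefly luciferase, 1000 cells/well in OPTI-MEM with 5% FBS, dosed after overnight attachment and incubated 24 hr at 37 deg C. Steady-Glo luminescence read after 30 min at RT.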
Active calls of the source: *; i = inactive; ? = inconclusive; / = no result given; [ ] = another dose, or the depositor's remark. Unless noted, the call rests on the fitted dose curve; in most records, active means well fitted curve in the direction sought with a large enough effect; inconclusive means small, poorly fitted or top-dose-only effect, or another doubt; inactive means no such curve, though single readings can be large; an effect the other way counts as inactive or inconclusive. Outcome played no part in choosing rows. About 4.4% of those tested had a hit in this group.

SMILES	TGFb inhibitor	Akt phos inh	Mm-Cpn inhibitor	HepG2 tox	CCT chaperon mod	Nrf2 inh	ATXN viability	A549 tox	Nrf2 activator
Fc1ccc(C2CC(c3ccco3)=NN2c2ccccc2)cc1 (centres undefined)	-2%	i	2%	-17%	-0.6	-5%	i	1%	0.7%
OC(C#Cc1ccccn1)c1cccs1 (centres undefined)	16µM*	i	-4%	10µM*	1.6	4%	?	4%	?
Clc1ccc(CNC2CCN(Cc3ccccc3)CC2)cc1	-25%	i	1%	-49%	1.3	-9%	i	-7%	3.6%
CNC(=O)COc1ncnc2sc(C)c(C)c12	15%	i	1%	10%	-2.7	/	i	-6%	-0.2%
O=C(Nc1ccccc1C(=O)NCCc1ccccc1)c1ccco1	9%	i	-2%	-1%	-4.5	/	i	0%	2.8µM*
CC1CCCN(C(=O)c2cc3c(-c4ccc(Cl)cc4)nn(C)c3s2)C1 (centres undefined)	9%	i	0%	3%	1.1	3%	i	-2%	3.9%
O=C(Nc1ccnn1C1CCN(C(=O)c2cc(Cl)ccc2F)CC1)C1CCOC1 (centres undefined)	-6%	i	-2%	-4%	0.4	-7%	i	0%	-0.8%
O=C(OCC(=O)N1CCN(C(=O)c2ccco2)CC1)c1sc2ccccc2c1Cl	0%	i	-3%	8%	-3.4	?	i	-3%	0.3%
CC(C)CCN1CCN(Cc2cn[nH]c2C2CCCCC2)CC1CCO (centres undefined)	-8%	i	3%	-17%	-1.8	21%	i	4%	-0.2%
COc1ccc(CN2CCOCCOCCOCCOCC2)cc1	11%	i	-1%	6%	1.2	-9%	i	-9%	-0.6%
Cc1cscc1-c1ccc(C(=O)Nc2c(C)cccc2C)o1	14µM*	i	/	-25%	1.0	/	?	/	5.0%
CC1CCN(C(=O)Oc2ccccc2)CC1	11%	i	-2%	10%	0.2	?	i	7%	-0.2%
COCc1cc(C)nc(N/N=C/c2ccc(Cl)c(Cl)c2)c1C#N	2%	i	2%	2%	0.4	7%	i	0%	-1.1%
Cc1ccccc1Oc1ccc(-c2nc(N)nc(N)n2)cc1	2%	i	1%	-56%	-3.2	-27%	i	-2%	0.1%
O=C(O)c1ccc(NC(=O)c2ccccc2NC(=O)c2ccccc2Br)cc1	-2%	i	-12%	-16%	2.3	-6%	i	0%	1.1%
COc1ccc(NC(=O)C(CCS(C)(=O)=O)NC(C)=O)cc1 (centres undefined)	5%	i	-5%	-2%	0.4	5%	i	-6%	0.1%
CCOc1ccc(NC(=O)CN(C)C(=O)CCCc2nc3ccccc3c(=O)[nH]2)cc1OCC	22%	i	-2%	8%	-1.9	-2%	i	-2%	0.1%
COC(=O)/C(=C/c1cn(C(C)=O)c2ccccc12)[N+](=O)[O-]	7%	i	3%	19%	-1.4	9%	i	2%	8.1%
O=C(COC(=O)c1ccccc1Cl)Nc1cccnc1Cl	10%	i	0%	1%	0.7	7%	i	1%	0.2%
CN1CCN(Cc2nc(Cc3cccc(F)c3)no2)CC1c1ccccc1 (centres undefined)	-14%	i	3%	-1%	2.8	-8%	i	-11%	-0.2%
Cc1ccn2c(=O)nc(SCC(=O)N3CCN(c4ccccc4)CC3)nc2c1	1%	i	2%	-4%	-1.8	-7%	i	0%	-0.2%
O=C(COc1ccccc1)Nn1cnc2ccccc21	-16%	i	0%	1%	-3.9	4%	i	4%	1.2%
NC(=O)c1ccccc1NC(=O)Nc1cccc(Cl)c1	5%	i	1%	-6%	-1.5	-4%	i	-3%[1.84 µM]	-0.5%
Cc1sc2ncnc(Sc3ccccc3C(=O)Nc3ccc(Br)cc3)c2c1C	-37%	i	?	9%	-3.8	-24%	i	0%	0.2%[9.22 µM]
N#Cc1c(N)nc(SCc2ccccc2)c(C#N)c1-c1ccco1	?	i	-28%	-8%	-1.5	12µM*	i	?	2.6%
O=C(NN1CC(C(=O)OCc2ccc(Cl)cc2Cl)CC1=O)c1ccccc1 (centres undefined)	-3%	i	-3%	2%	0.6	?	i	-4%	0.0%
Cc1cc(OCC(=O)NCCc2ccc(S(N)(=O)=O)cc2)c2c(C)cc(=O)oc2c1	16%	i	-3%	2%	1.4	8%	?	4%	-0.7%
O=C(c1ccc(Nc2nc3ccccc3n3nnnc23)cc1)N1CCN(c2ccc(F)cc2)CC1	-27%	/	/	0%	/	-13%	i	1%	5.2%
COCCCNC(=O)CCc1nc(-c2ccccc2)no1	3%	i	1%	-3%	-0.4	17%	i	-12%	3.7%
O=C1CCCC[C@@H](CO)[C@H](O)C[C@H](c2ccccc2)O1	/	i	/	/	-1.1	/	i	/	-1.7%
COc1ccc(CCNC(=O)c2ccc(OC)c(OC)c2)cc1OC	-7%	i	0%	-5%	-0.8	-6%	i	5%	-0.4%
Cn1c(=O)c2c(nc(CN3CCN(Cc4ccccc4)CC3)n2CCN2CCOCC2)n(C)c1=O	-2%	i	1%	10%	-5.0	8%	i	7%	0.0%
CC(C)OCCCn1c(-c2ccc(Br)cc2)c[nH]c1=S	-10%	i	-4%	-16%	1.6	?	i	3%	7.0%
Cc1ccc(S(=O)(=O)Oc2cccc(/C=N/n3cnnc3)c2)cc1	-18%	i	1%	-59%	-0.1	?	i	-2%	2.5%
COc1ccc(S(=O)(=O)c2cc3cc(OC)ccc3oc2=O)cc1	-12%	/	/	-29%	/	9%	i	-5%	12%
O=C(CSc1nnc(CNC(=O)c2ccccc2)o1)NCc1ccccc1Cl	1%	i	?	-13%	-2.1	0%	i	-5%	-0.6%
CCc1ccccc1NC(=O)CN1CCN(CC(=O)Nc2ccc(-c3ccccc3)cc2)CC1	18%	i	0%	2%	0.7	-5%	i	-5%	-0.2%
CC1(C)Cc2c(sc3c2c(=O)n(-c2ccc(Cl)cc2)c(=O)n3CC(N)=O)CO1	-17%	i	0%	-1%	-3.0	-1%	i	2%	-0.8%
CSc1nsc(SCC(=O)Nc2ccc(F)cc2F)n1	-1%	i	1%	13%	0.7	?	i	12%	9.5%
CCc1ccccc1NC(=O)CSc1nnc(CCNC(=O)OC(C)(C)C)o1	7%	i	1%	-18%	-0.9	?	i	-10%	-0.3%

Looked up by compound from above, 3 records:
SMILES	TGFb inhibitor	Akt phos inh	Mm-Cpn inhibitor	HepG2 tox	CCT chaperon mod	Nrf2 inh	ATXN viability	A549 tox	Nrf2 activator
O=C(c1ccc(Nc2nc3ccccc3n3nnnc23)cc1)N1CCN(c2ccc(F)cc2)CC1	-27%	/	/	0%	/	-13%	i	1%	5.2%
O=C(NN1CC(C(=O)OCc2ccc(Cl)cc2Cl)CC1=O)c1ccccc1 (centres undefined)	-3%	i	-3%	2%	0.6	?	i	-4%	0.0%
Cc1ccc(S(=O)(=O)Oc2cccc(/C=N/n3cnnc3)c2)cc1	-18%	i	1%	-59%	-0.1	?	i	-2%	2.5%

Other records follow.
SMILES	TGFb inhibitor	Akt phos inh	Mm-Cpn inhibitor	HepG2 tox	CCT chaperon mod	Nrf2 inh	ATXN viability	A549 tox	Nrf2 activator
O=C(NCCc1ccc(F)cc1)c1coc(=O)c(Br)c1	?	i	-10%	-46%	1.4	3%	?	1%	?
Cc1ccc(S(=O)(=O)N(CC(O)CN2CCCCC2)c2cccc([N+](=O)[O-])c2)cc1 (centres undefined)	4%	i	1%	1%	-4.1	4%	i	0%	0.1%
CCOc1ccc(NC(=O)[C@@H]2CCCN2C(=O)c2cccs2)cc1S(=O)(=O)N1CCOCC1	1%	i	0%	6%	-0.8	-24%	i	10%	-0.4%
CCC1Oc2ccccc2N(CC(=O)NCCCN2CCCCC2C)C1=O (centres undefined)	-4%	i	1%	-2%	-6.4	11%	i	9%	-1.1%
O=C(O)CCC(=O)Nc1ccc(C(=O)N2CCCCC2)cc1	7%	i	-1%	-14%	0.7	-9%	i	-3%	-0.7%
COc1ccc(C(=O)/C=C/c2cn(CC(O)CN(CC(C)C)CC(C)C)c3ccccc23)cc1OC (centres undefined)	?	/	/	-25%	/	?	/	-26%	/
O=C(COC(=O)CNC(=O)c1ccco1)Nc1ccc(Cl)cn1	-1%	i	1%	0%	-1.5	6%	i	3%	0.3%
O=C1CCCc2ccccc2N1Cc1ccccc1	13%	i	0%	3%	-0.2	-19%	i	-2%	0.2%
Nc1nc(N)c(S(=O)(=O)c2ccccc2)c(Nc2ccccc2)n1	?	/	/	-30%	/	-17%	i	1%	-1.1%
CN(Cc1ccccc1)S(=O)(=O)c1ccc(Cl)c(C(=O)OCC(N)=O)c1	9%	i	-3%	5%	-1.8	-4%	i	3%	-0.1%
CN(C)S(=O)(=O)c1ccc(N2CCCC2)c(C(=O)Nc2cccc(F)c2)c1	-21%	i	0%	-3%	0.1	-8%	i	-9%	-0.5%

4 consecutive compounds out of the list so far, quoted:
SMILES	TGFb inhibitor	Akt phos inh	Mm-Cpn inhibitor	HepG2 tox	CCT chaperon mod	Nrf2 inh	ATXN viability	A549 tox	Nrf2 activator
O=C(NCCc1ccc(F)cc1)c1coc(=O)c(Br)c1	?	i	-10%	-46%	1.4	3%	?	1%	?
Cc1ccc(S(=O)(=O)N(CC(O)CN2CCCCC2)c2cccc([N+](=O)[O-])c2)cc1 (centres undefined)	4%	i	1%	1%	-4.1	4%	i	0%	0.1%
CCOc1ccc(NC(=O)[C@@H]2CCCN2C(=O)c2cccs2)cc1S(=O)(=O)N1CCOCC1	1%	i	0%	6%	-0.8	-24%	i	10%	-0.4%
CCC1Oc2ccccc2N(CC(=O)NCCCN2CCCCC2C)C1=O (centres undefined)	-4%	i	1%	-2%	-6.4	11%	i	9%	-1.1%
